# GAA spleen mod – qHTS Assay for Inhibitors and Activators of Human alpha-Glucosidase From Spleen Homogenate. Lysosomal alpha-glucosidase (Homo sapiens), P10253. human spleen homogenate, 4-MU-alpha-glucoside fluorescence. Potency, µM (series often up to 79.9 µM), without a hit: at the highest dose activity change, negative = inhibition, actives largely listed as inhibitors. 0.006% of 240,000 active;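 further: potency means the concentration at half of the fitted maximal effect; 0% = enzyme with vehicle and -100% = no enzyme basal signal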
#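 Enzyme source: human spleen homogenate, 1 ug/well. Buffer 50 mM citric acid/K phosphate pH 5.0, 0.01% Tween-20. 4-MU-alpha-glucoside 1 mM; 37 C x 40 min; NaOH/glycine stop; fluorescence.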
# GAA glycogen – qHTS Assay for Inhibitors and Activators of Human alpha-Glucosidase Cleavage of Glycogen; Lysosomal alpha-glucosidase (Homo sapiens), P10253; recombinant GAA, glycogen substrate, Amplex Red glucose oxidase fluorescence; Potency, µM (series often up to 76.4 µM), without a hit: at the highest dose activity change, negative = inhibition, most hits filed as inhibitors; 0.38% of 300,000 active; AID 2100, 2009;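 further: potency means the concentration at half of the fitted maximal effect; 0% = full enzyme reaction and -100% = no-enzyme basal signal; the screen sought inhibitors and activators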
#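 Recombinant human alpha-glucosidase (4 nM final) hydrolysed bovine liver glycogen (30 ug) for 40 min at 37 C in pH 5.0 citrate/phosphate with 0.01% Tween-20. Released glucose detected by glucose oxidase/Amplex Red, Ex 573/Em 610 nm. Compounds up to 77 uM; AC50 from Hill fits.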
# HTT cytoprotect – qHTS Multiplex Assay to Identify Dual Action Probes in a Cell Model of Huntington: Cytoprotection (ATP). PC12 HTT-Q103 induced, cytoprotection, ATP luminescence, 40 h. Potency, µM (series often up to 56.4 µM), for the others: cytoprotection (ATP increase), hits mostly activators. 0.14% of 230,000 active. AID 1471, 2008;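 further: potency means the concentration at half of the fitted maximal effect; % of control where 0% means no effect; nearly all actives have a fitted effect of over 45% in size; toxic huntingtin expression switched on by the ecdysone agonist tebufenozide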
#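 Readout: ATPlite luminescence (ATP level). Model: stable PC12, inducible Htt exon1 Q103-GFP. Inducer: tebufenozide, 100 nM final. Compounds: dose series. No G418 in medium.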
# LMNA splice mod – qHTS Assay for Modulators of Lamin A Splicing | 0.01% of 200,000 active | Potency, µM (doses to about 46.1 µM), for inactives: top-dose ratio change, negative = inhibition, most hits filed as inhibitors | HeLa LMNA splicing GFP/RFP minigene ratio, 48 h | AID 1487, 2009; active means well fitted inhibition curve with a large enough effect in the signal ratio, with a control signal flat, not every such curve was filed as active; inconclusive means small, poorly fitted or top-dose-only effect, or effect the other way, or a change in a side signal; the % refers to the signal ratio; further: potency means the concentration at half of the fitted maximal effect; on the % scale 0 is the no-effect control and ±100 the full control effect
#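 Read-out is the ratio of GFP to DsRed2 object intensity, acquired by 488 nm laser-scanning cytometry on HeLa lamin A-EGFP minigene reporter cells. Compound incubation 48 hrs at 37 °C in Opti-MEM with 2% FBS; DMSO 0.5% final.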
# HttQ103 aggreg – qHTS Multiplex Assay to Identify Dual Action Probes in a Cell Model of Huntington: Aggregate Formation (GFP); Potency, µM (top dose mostly 46.1 µM), for inactives: at the highest dose activity change, negative = inhibition, actives largely listed as inhibitors; PC12 HttQ103-GFP aggregates, Acumen cytometry, 40 h; 1.1% of 220,000 active; further: potency means the concentration at half of the fitted maximal effect; on the % scale 0 is the no-effect control and ±100 the full control effect; nearly all actives have a fitted effect of over 60% in size
#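 Read-out: GFP aggregate count by laser scanning cytometer (488 nm excitation, 500-530 nm emission, 1–25 µm objects >6 SD above background). Cells: PC12, inducible HTTex1-Q103-GFP, 100 nM tebufenozide; compounds titrated.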
# GAA inh – qHTS Assay for Inhibitors of Human alpha-Glucosidase as a Potential Chaperone Treatment of Pompe Disease. Lysosomal alpha-glucosidase (Homo sapiens), P10253. purified human GAA, 4-MU-alpha-glucoside fluorescence. Potency, µM (top dose mostly 76.9 µM), for the others: at the highest dose activity change, negative = inhibition, usual class: inhibitors. 0.005% of 200,000 active. AID 1466, 2008;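 further: potency means the concentration at half of the fitted maximal effect; plate controls were uninhibited enzyme wells for no effect and no-enzyme background for full effect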
#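 Activity normalized between no-enzyme (basal) and enzyme-only wells. Conditions: 4 nM human enzyme, 400 uM fluorogenic substrate, citrate/phosphate pH 5.0 with Tween-20, 20 min room temperature, compounds up to 77 uM.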
# CBFb RUNX1 block – qHTS Assay for Compounds Blocking the Interaction Between CBF-beta and RUNX1 for the Treatment of Acute Myeloid Leukemia | 230,000 tested, under 10 active | Runt-related transcription factor 1 (Homo sapiens) + Core-binding factor subunit beta … | AlphaScreen CBFb-His/RUNX1-biotin binding, biochemical | Potency, µM (series often up to 59.8 µM), without a hit: at the highest dose activity, negative = inhibition, usual class: inhibitors; further: % of control where 0% means no effect
# Target sequence (Q01196 whole entry, looked up): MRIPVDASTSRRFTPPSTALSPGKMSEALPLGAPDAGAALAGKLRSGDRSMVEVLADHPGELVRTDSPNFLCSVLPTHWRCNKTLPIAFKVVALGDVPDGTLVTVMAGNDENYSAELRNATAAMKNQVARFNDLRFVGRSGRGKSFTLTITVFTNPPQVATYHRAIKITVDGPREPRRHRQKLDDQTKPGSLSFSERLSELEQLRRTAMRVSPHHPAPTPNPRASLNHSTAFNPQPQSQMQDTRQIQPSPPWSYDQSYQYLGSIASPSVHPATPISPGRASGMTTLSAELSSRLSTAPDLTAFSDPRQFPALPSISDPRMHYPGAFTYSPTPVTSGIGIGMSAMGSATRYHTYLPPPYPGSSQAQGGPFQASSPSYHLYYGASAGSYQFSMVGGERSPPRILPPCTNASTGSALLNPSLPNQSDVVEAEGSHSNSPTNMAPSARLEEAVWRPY
# Target sequence (Q13951 whole entry, looked up): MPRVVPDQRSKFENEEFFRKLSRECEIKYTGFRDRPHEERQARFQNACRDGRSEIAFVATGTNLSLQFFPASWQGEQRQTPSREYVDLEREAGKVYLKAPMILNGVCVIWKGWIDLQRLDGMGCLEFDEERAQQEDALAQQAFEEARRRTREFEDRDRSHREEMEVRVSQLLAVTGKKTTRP
#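 Inhibition was taken as any reduction in AlphaScreen signal from the CBF-beta–RUNX1 pair (His and biotin tags, 30 nM each), measured after compound (15 min) and bead (90 min) incubations at room temperature.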
# * marks the source's active call; other numbers are inactive results; ? = inconclusive; · = no result given; & = joins results of further samples; [ ] = dose if it differs, or a comment. Unless noted, the call rests on the fitted dose curve; in most records, active means well fitted curve in the direction sought with a large enough effect; inconclusive means small, poorly fitted or top-dose-only effect, or another doubt; inactive means no such curve, though single readings can be large; an effect the other way counts as inactive or inconclusive.
SMILES,GAA spleen mod,GAA glycogen,HTT cytoprotect,LMNA splice mod,HttQ103 aggreg,GAA inh,CBFb RUNX1 block
CN(C)CCN(Cc1ccccc1)S(=O)(=O)c1ccc2c(c1)n(C)c(=O)c(=O)n2C,-18%,-4%,5%[10 µM],·,3%[9.22 µM],·,4%
Cc1ccc(SC(C)C(=O)NC(N)=O)c(C)c1 (centres undefined),-7%,4%,6%[10 µM],14%[46 µM],8%,-5%,7%
COc1ccccc1-n1cnc2cc(NS(=O)(=O)c3ccc(Br)cc3)ccc21,1%,-11%,-19%,?,-90%,-1%,-14%
CCOC(=O)N1CCN(C2CC(=O)N(c3ccc(Cl)c(Cl)c3)C2=O)CC1 (centres undefined),-14%,6%,-22%[10 µM],-16%,-3%,3%,-3%
CCOC(=O)C1=NN(c2ccc(Cl)cc2)C(c2ccccc2)CC1=O (centres undefined),-7%,-12%,9%[10 µM],?,4%,3%,-6%
Cn1cccc1Cc1nnc(SCC(=O)NCCc2ccccc2)n1C,4%,1%,2%,·,-4%,-9%,-10%
Cc1ccccc1C(N)=O,12%,·,-18%,·,·,·,10%[21.7 µM]
Cc1ccc(Nc2nc(-c3sc(NC(=O)c4ccccc4)nc3C)cs2)cc1,1%,-18%,-34%,11%,-11%,-11%,-11%
CCCCOc1ccc(CNC(=O)NS(=O)(=O)c2ccc(OCC(C)C)cc2)cc1,-4%,-12%,3%[10 µM],6%,12%,-2%,-4%
NC(=O)C1CCN(C(=O)CSc2nc3ccccc3o2)CC1,-9%,2%,7%[10 µM],-1%,-19%,?,8%
CC(C)(C)n1nc2c(c1NC(=O)Cc1cccc3ccccc13)CS(=O)(=O)C2,·,1%,-22%,?,10%,-2%,17%
CCOc1ccc2ncc(S(=O)(=O)c3ccccc3)c(N3CCC4(CC3)OCCO4)c2c1,-1%,9%,·,-5%,-12%,-3%,2%
COc1ccc(CC(=O)N/N=C(/C)c2ccco2)cc1,0%,15%,37%[10 µM],0%[46 µM],31%[9.22 µM],4%,3%
CCS(=O)(=O)N1CCN(C(=O)c2cccnc2)CC1,-3%,-2%,-1%[10 µM],-6%,5%,-1%,4%
CCN1C(=O)/C(=C\C(=O)c2cccs2)c2cc(Br)ccc21,-3%,12%,·,-15%[46 µM],2%,6%,-11%
CC(C)NC(=O)C(=O)NCCc1ccc(Cl)cc1,-2%,?,-12%,9%,-10%,2%,1%
COCCNC(=O)C(NC(=O)C1CCCCC1)C(C)C (centres undefined),3%,3%,-6%,·,-6%,4%,3%
CC(C)(C)CC(C)(C)NC(=O)CSCC(=O)Nc1ccc2ccccc2c1,-3%,-11%,-10%[10 µM],4%,?,?,-2%
CS(=O)(=O)N1CCC(C(=O)N2CCN(Cc3ccccc3)CC2)CC1,5%,-1%,6%,·,-12%,1%,2%
O=C1[C@H]2[C@H]3[C@H](O)[C@H](O)C/C(=N/OC[C@@H](O)COCc4ccco4)[C@@H]3CC[C@@H]2C(=O)N1C[C@@H]1CCCO1,5%[17.4 µM],·,3%[10 µM],·,·,·,-14%[13.1 µM]
O=C(NCCc1c[nH]c2ccccc12)[C@@H]1C[C@H]1[C@@H](NP(=O)(c1ccccc1)c1ccccc1)c1ccccc1,1%&-13%,-8%,-39%[inhibitor],?,5%,6%,3%[2.36 µM]
Cn1cccc1Cc1nnc(SCC(=O)NCc2ccc(F)cc2)n1-c1ccc(F)cc1,2%,1%,8%,-6%,-3%,-1%,3%
COc1cc(/C=N/N=C2/NC(=O)C(CC(=O)O)S2)ccc1OCc1cccc(Cl)c1 (centres undefined),-2%,-8%,11%[10 µM],?,-16%[9.22 µM],11%,-2%
CCOc1ccc(N2C(=O)Nc3ccccc3C2(O)C(=O)NCc2ccccc2)cc1 (centres undefined),4%,5%,-22%,5%[9.22 µM],-4%,-9%,0%
COc1cccc(N2CCN(CC(=O)c3c[nH]c4ccc(OC)cc34)CC2C)c1 (centres undefined),1%,-7%,-18%[0.074 µM],3%,35µM*,-14%,-3%
Cc1cc(-c2nc3ccccc3[nH]2)ccc1N,·,-14%,-149%[inhibitor],·,2%,3%,-7%
CC1(C)CN(c2ccc(F)cc2)C1=O,-15%,-2%,-24%,1%[46 µM],9%,1%,17%
O=C(CSc1nccc(=O)[nH]1)NC1CCCc2ccccc21 (centres undefined),4%,5%,12%[10 µM],·,1%[9.22 µM],·,6%
O=C(CCl)N1c2ccccc2OCC1c1ccccc1 (centres undefined),-2%,5%,-6%[10 µM],?,2%,4%,-3%
Cc1ccc(S(=O)(=O)N2CCN(C(=O)c3ccc(OCc4c(C)noc4C)cc3)CC2)cc1,2%,15%,6%[10 µM],?,-24%,-7%,1%
O=[N+]([O-])c1cc(Cl)cc(/C=N/Nc2nc3ccccc3s2)c1O,0%,4%,15%[10 µM],?,-2%[9.22 µM],7%,?
Cc1nc2sc(C(c3ccccc3)N3CC(C)OC(C)C3)c(O)n2n1 (centres undefined),6%,6%,-7%,7%,-14%,-13%,3%
COc1ccc(CCN2CCCn3c2nc2c3c(=O)n(Cc3ccccc3F)c(=O)n2C)cc1OC,-1%,-1%,7%,4%,19%,-9%,-6%
CN(C)CCCCNCCCNC(=O)/C=N\O,3%,6%,0%,1%,-12%,-1%,0%
Cc1ccc(NC(=O)C(OC(=O)c2ccccc2Cl)c2ccccc2)cc1Cl (centres undefined),3%,3%,-17%[10 µM],?,7%,?,-10%
CCOc1ccc(S(=O)(=O)N2Cc3ccccc3CC2C(=O)NCCCn2ccnc2)cc1 (centres undefined),-2%,-12%,-13%,10%,-11%,-1%,3%

# Compounds listed so far that have a tert-butyl group, in the order listed:
SMILES,GAA spleen mod,GAA glycogen,HTT cytoprotect,LMNA splice mod,HttQ103 aggreg,GAA inh,CBFb RUNX1 block
CC(C)(C)n1nc2c(c1NC(=O)Cc1cccc3ccccc13)CS(=O)(=O)C2,·,1%,-22%,?,10%,-2%,17%
CC(C)(C)CC(C)(C)NC(=O)CSCC(=O)Nc1ccc2ccccc2c1,-3%,-11%,-10%[10 µM],4%,?,?,-2%

# (further entries)
SMILES,GAA spleen mod,GAA glycogen,HTT cytoprotect,LMNA splice mod,HttQ103 aggreg,GAA inh,CBFb RUNX1 block
COn1c(=O)c(=O)n(O)c2ccccc21,-4%,6%,7%,9%,3%,-9%,-2%
CC(C)(C)OC(=O)N1CCC[C@H]1C(=O)N/N=C/c1cccc2cccnc12,-10%,6%,13%[10 µM],·,1%[9.22 µM],-18%,6%
Cc1ccccc1NC(=O)c1cn2c(nc3ccccc32)c(C#N)c1C,4%,8%,0%[10 µM],·,5%[9.22 µM],·,3%
CCOCc1cnc(C)nc1NCC(=O)c1c(C)[nH]c2ccccc12,-4%,-1%,-11%,15%,-7%,9%,0%
O=C(CSc1ccc(-c2ccco2)nn1)c1cccc([N+](=O)[O-])c1,-7%,-1%,·,?,22%,9%,-22%
CCOC(=O)c1ccc(NC(=O)CSc2nnc(COc3ccccc3OC)n2CC)cc1,6%,1%,2%[10 µM],9%,22%,-9%,9%
COC(=O)C1C(=O)NCC1c1ccc(OC)cc1 (centres undefined),-4%,2%,26%,1%,8%,-6%,2%
NC(=O)C1(N2CCCCC2)CCN(C(=S)Nc2ccc(F)c(Cl)c2)CC1,-1%,-9%,-20%,·,2%,2%,18%
Cc1cc(C)n2nc(SCC(=O)N(CC(C)C)c3c(N)n(CC(C)C)c(=O)[nH]c3=O)nc2n1,2%,-4%,16%,?,7%,-2%,2%
Cc1ccc(S(=O)(=O)NC2=NCN(CCOC(=O)c3ccccc3)CN2)cc1,-1%,11%,-1%,14%,10%,9%,1%
CC12CCC(c3nnc(SCc4ccc(Cl)cc4)nc31)C2(C)C (centres undefined),0%,-5%,31%[10 µM],?,-8%,0%,5%
C/C(=N\Nc1ccc(S(=O)(=O)Nc2ccccc2)cc1[N+](=O)[O-])c1ccncc1,-5%,-6%,-57%[inhibitor],13%[46 µM],6%,-21%,-2%

# Continued, overlapping the part above by two compounds.
SMILES,GAA spleen mod,GAA glycogen,HTT cytoprotect,LMNA splice mod,HttQ103 aggreg,GAA inh,CBFb RUNX1 block
CC12CCC(c3nnc(SCc4ccc(Cl)cc4)nc31)C2(C)C (centres undefined),0%,-5%,31%[10 µM],?,-8%,0%,5%
C/C(=N\Nc1ccc(S(=O)(=O)Nc2ccccc2)cc1[N+](=O)[O-])c1ccncc1,-5%,-6%,-57%[inhibitor],13%[46 µM],6%,-21%,-2%
CCCN=Cc1sc2ccc(OCC)cc2c1O,-3%,-12%,-27%,29%,-4%,-5%,-9%
CN(C)c1ncc2nc(-c3ccc(F)cc3)c(=O)n(-c3ccccc3)c2n1,-3%,·,-53%[inhibitor],9%,·,·,·
CCOC(=O)N1CCN(C(=O)CSCc2ccccc2)CC1,1%,11%,2%[10 µM],-6%,-16%,8%,-6%
COc1c(C)cccc1C(=O)NC(=S)Nc1cccc2nsnc12,11%,4%,-12%[10 µM],?,-7%[9.22 µM],9%,4%
Oc1[nH]c2ccccc2c1C=Nc1ccccc1,-2%,4%,-1%[10 µM],·,5%[9.22 µM],-5%[15.4 µM],-7%
COc1cc(CC(=O)Nc2ccc(S(=O)(=O)NC3=NCCCCC3)cc2)cc(OC)c1OC,4%,6%,-11%,-5%[46 µM],14%,0%,15%
CCOc1ccc(C(C)(C)C)cc1S(=O)(=O)N1CC(C)OC(C)C1 (centres undefined),-13%,-5%,-4%,3%,-10%,1%,14%
O=C(COc1ccccc1C(=O)O)Nc1nc2ccc([N+](=O)[O-])cc2s1,7%,6%,9%[10 µM],?,-5%[9.22 µM],-5%,-7%
Cc1ccc(CN2CCN(Cc3cn(C)nc3C)CC2CCO)o1 (centres undefined),-14%,-4%,19%[10 µM],?,15%[9.22 µM],-3%,-3%
N#CCCN(C1CCCCC1)S(=O)(=O)CCOc1ccccc1,-3%,11%,1%[10 µM],9%,-4%,-4%,8%

# Assay outcomes: PubChem, National Center for Advancing Translational Sciences (NCATS)
